Source: PubChem (several laboratories)
DAGLB inhibitor: blocks human DAGLB lipase activity; AID 504411; HEK293T DAGLB membrane lysate, EnzChek fluorogenic substrate; actives 0.059% (n = 340,000); Q8NCG7; inhibition, % at 5.17 µM; in the data active = inhibition above about 34%;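 also: 0% = enzyme with vehicle and 100% = wells lacking enzyme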
PKA-R1A activ: activators of PKA-R1A complex | P00514+P68181 | PKA-R1A dissociation, Cy5-IP20 fluorescence polarization; scaled: DMSO 0%, 113 µM cGMP 100% | activation, % at 11.4 µM | actives 0.083% (n = 340,000);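 active = percent activation above the mean of all tested compounds plus 3 SD, cut at about 19% in these data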;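 also: higher means more PKAc released from R1A so a rise in polarization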
MOR-DOR ag: agonists of human mu-delta opioid receptor heterodimerization | cells, OPRM1-OPRD1 heterodimerization, luminescence | P35372+P41143 | actives 0.3% (n = 340,000) | activation, % at 9.3 µM; in the data active = activation above about 18%;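 also: 0% = vehicle-treated cells and 100% = reference agonist; values of inactives mirror those of a sister screen read the other way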
PKA-R2B activ: PKA-R2B complex activation; PKA-R2B holoenzyme dissociation, Cy5-IP20 fluorescence polarization; R2B truncated from residue 108, S112A mutant; 0% DMSO only, 100% 113 µM cGMP; P22694+P31323; activation, % at 11.4 µM; AID 504700; actives 0.079% (n = 340,000);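 active = activation above a cutoff set at the mean over all compounds plus 3 SD, cut at about 18% in these data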;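 also: higher means more holoenzyme dissociation and a rise in polarization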
Target sequence (P31323 whole entry, looked up, other chains not shown, the tested form may be a part): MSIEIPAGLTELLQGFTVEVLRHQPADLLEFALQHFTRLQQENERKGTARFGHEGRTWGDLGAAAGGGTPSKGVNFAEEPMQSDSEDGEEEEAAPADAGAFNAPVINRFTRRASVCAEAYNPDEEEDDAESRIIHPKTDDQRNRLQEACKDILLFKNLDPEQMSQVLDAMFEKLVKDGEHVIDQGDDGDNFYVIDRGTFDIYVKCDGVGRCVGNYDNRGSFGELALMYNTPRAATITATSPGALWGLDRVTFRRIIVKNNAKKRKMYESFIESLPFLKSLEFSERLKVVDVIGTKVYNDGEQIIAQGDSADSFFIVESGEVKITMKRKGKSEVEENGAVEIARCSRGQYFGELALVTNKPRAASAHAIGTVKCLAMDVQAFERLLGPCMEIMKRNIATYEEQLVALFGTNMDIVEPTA
HTR5A inv ctr: counter-screen for OPRM1-OPRD1 inverse agonists: human HTR5A inverse agonism; P47898; HTR5A cell line, luminescence; inhibition, % at 9.3 µM; actives 0.083% (n = 340,000); in the data active = inhibition mostly above about 23%, no sharp cut-off; inactive = mostly below about 18%;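 also: 0% = cells with DMSO and 100% = no-cell wells with DMSO; some compounds called inactive have numbers as strong as hits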
Target sequence (P47898 whole entry, looked up): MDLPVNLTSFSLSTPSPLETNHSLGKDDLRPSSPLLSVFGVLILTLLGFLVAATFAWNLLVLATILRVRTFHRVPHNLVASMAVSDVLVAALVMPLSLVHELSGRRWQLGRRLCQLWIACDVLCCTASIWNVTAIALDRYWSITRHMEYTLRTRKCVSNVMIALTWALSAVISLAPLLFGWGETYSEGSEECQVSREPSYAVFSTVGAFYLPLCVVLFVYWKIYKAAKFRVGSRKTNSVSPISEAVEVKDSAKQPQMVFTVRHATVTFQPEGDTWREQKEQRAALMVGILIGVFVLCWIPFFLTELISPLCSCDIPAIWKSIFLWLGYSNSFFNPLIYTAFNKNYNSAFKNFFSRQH
Arrestin-AP2 inh: human beta-arrestin and AP2 interaction inhibition | actives 0.31% (n = 340,000) | inhibition, % at 10 µM | AID 504490 | FITC-arrestin peptide / GST-AP2 beads, flow cytometry; AP2 beta2 appendage carries R879A mutation;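 active = inhibition above a set limit, near 3 SD of compounds lacking own fluorescence, cut at about 54% in these data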;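 also: plate controls were DMSO wells for no effect and 5 µM unlabelled arrestin peptide for full effect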
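System: GST-AP2 R879A glutathione beads. Medium: PBS with 0.05% Tween 20 and 0.1% BSA. Also added: FITC-arrestin peptide, 50 nM. Incubation: 12 min plus 1 h, RT. Measured by: high-throughput flow cytometry of beads, ex 488, em 535 nm. Evaluation: percent drop in bead-associated FITC signal.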
MOR-DOR inv ag: inverse agonists of human mu-delta opioid receptor heterodimerization; P35372+P41143; cell-based MOR-DOR heterodimer luminescence, inverse agonism; inhibition, % at 9.3 µM; actives 0.21% (n = 340,000); AID 504357; in the data active = inhibition above about 22%, passing the limit was not always enough;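 also: 0% = cells with DMSO and 100% = wells without cells with DMSO; values of inactives mirror those of a sister screen read the other way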
DSG3 Ab inh: inhibitors of pemphigus antibody binding to human desmoglein-3 | AID 588358 | binding (percent of control), % at 10 µM | DSG3-coupled beads, scFv-anti-DSG3-GFP binding, flow cytometry; hits give low values | actives 0.48% (n = 310,000) | P32926;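 active = binding more than 3 SD below its plate's average and above zero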;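 also: hits lower antibody fragment binding to DSG3; some compounds called inactive have numbers as strong as hits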
HTR5A ag ctr: activates human HTR5A in OPRM1-OPRD1 agonist counter-screen. P47898. HTR5A agonist assay, luminescence, cell-based. activation, % at 9.3 µM. actives 0.61% (n = 340,000). AID 504692; in the data active = activation mostly above about 9.5%, no sharp cut-off; inactive = mostly below about 7.6%;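 also: 0% = cells with vehicle only and 100% = reference agonist; strong numbers were not always called active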
V-ATPase pH: yeast V-ATPase proton transport regulation by pHLuorin | S. cerevisiae, pHLuorin cytosolic pH fluorescence | AID 504577 | actives 0.37% (n = 350,000) | response, % at 10 µM; in the data active = response mostly above about 7.3%, no sharp cut-off; inactive = mostly below about 5.4%; also: actives read high; inactives centre near 0; some compounds called inactive have numbers as strong as hits; reference of the scale not given here
The depositor's hits bear a star; . = no result given.

SMILES	DAGLB inhibitor	PKA-R1A activ	MOR-DOR ag	PKA-R2B activ	HTR5A inv ctr	Arrestin-AP2 inh	MOR-DOR inv ag	DSG3 Ab inh	HTR5A ag ctr	V-ATPase pH
O=C(Cc1ccccc1)Nc1ccccc1C(=O)N1CCCCC1	2	-7	-3.3	-8	3	22	17	.	-1	-2
CN(C)c1nc2c(c(=O)n(C)c(=O)n2C)n1CC(=O)c1cccs1	0	-10	-2.9	-7	17	-5	15	94	1	-3
CN1CCN(S(=O)(=O)c2cccc(C(=O)NC3CCCC3)c2)CC1	0	-3	-2.7	3	7	60*	14	97	-3	23*
COc1ccc(CN2CCCCCC2)cc1Br	-1	2	-1.7	-9	-2	1	8	111	1	3
Cc1nn(-c2ccc(C(=O)O)cc2)c(C)c1Oc1ccccc1O	1	-5	-1.8	-10	-14	-6	10	85	0	2
COc1ccc(NC2SC(=O)N(C)C2=O)cc1 (stereo not drawn)	0	-6	-3.6	-7	-29	-5	19	98	10	1
CC(=O)N1CCN(c2ccc(NC(=O)c3ccc(OCc4ccccc4)cc3)cc2)CC1	0	6	0.1	1	5	100*	-1	110	-4	-2
O=C(CSc1nc(-c2ccccc2)c(-c2ccccc2)[nH]1)Nc1ccc2c(c1)OCO2	-2	0	10	-9	-4	24	-69	105	5	-1
O=C(C1=C[C@H](c2ccccc2)C[C@H](OCc2ccc(CO)cc2)O1)N1CCOCC1	-3	6	-2.6	3	-24	-12	14	100	2	1
CCCCN(Cc1cccs1)S(=O)(=O)c1csc(C(N)=O)c1	2	-2	-0.4	-7	13	-9	2	.	-3	1
O=C(NCC1COc2ccccc2O1)c1ccc(NC(=O)C(c2ccccc2)c2ccccc2)cc1 (stereo not drawn)	0	-3	-0.2	-1	0	99*	1	102	-3	-4
CCOc1cc(C(C#N)N2CCOCC2)ccc1OC (stereo not drawn)	-2	-9	-2.5	2	8	4	12	.	-3	4
Cc1nn(-c2ccccc2)c(N)c1N=Nc1ccccc1	-1	6	3.0	-3	-13	3	-15	103	0	-2
COc1ccc(CN(C(=O)c2cc3ccccc3oc2=O)C2CCCC2)cc1	-3	-3	1.5	-10	-39	-6	-8	.	-1	1
CCNC1(C(N)=O)CCN(Cc2ccccc2)CC1	0	2	-3.2	-12	-8	41	16	89	2	-4
COC(=O)C(C(=O)OC)C(C[N+](=O)[O-])c1ccc(O)c(OC)c1 (stereo not drawn)	-2	-10	-0.7	-5	-1	0	4	.	-4	-2
CCC(=O)c1ccc(OCC(=O)Nc2ccccc2N2CCCCC2)cc1	-1	-1	-0.7	-9	-8	-7	5	97	1	0
CCn1c(SCC(=O)N(Cc2ccccc2)C2CCS(=O)(=O)C2)nc2ccccc2c1=O (stereo not drawn)	3	-6	0.4	2	-6	-7	-2	108	-1	8
Cc1ccc(C(=O)NN2CCOCC2)cc1[N+](=O)[O-]	-1	-8	-1.8	15	18	21	10	103	-1	-2
FC(F)(F)C(F)(F)C(F)(F)c1nnc2ccc(N3CCOCC3)nn12	1	-7	-2.3	14	-11	0	14	108	4	0
COc1ccccc1CNS(=O)(=O)c1ccc(N2CCCC2)cc1Br	-1	-4	-2.5	-3	-3	-10	12	95	1	-1
CC(C)c1nnc(NC(=O)CCC(=O)NC2CCCCCC2)s1	-2	5	0.5	0	2	-18	-3	95	-4	5
CCn1cc(CCCC(=O)NCc2cccnc2)c2ccccc21	2	-1	-2.9	13	6	-2	14	89	-2	-2
Cc1ccc2nc(SC(C)C(=O)NC3CCCC3)[nH]c2c1 (stereo not drawn)	-1	13	0.0	-9	4	2	0	91	-1	5
O=C(Nc1ccc(F)cc1)Nc1ccc(S(=O)(=O)N2CCCC2)cc1	0	-17	2.4	-9	-10	13	-10	107	-1	-3
C=CCNC(=O)/C(C#N)=C/c1ccc2c(c1)OCCO2	2	0	-1.5	-2	30	9	7	98	2	2
CCC(=O)Nc1ccc(NC(=S)NC(=O)Cc2ccccc2)cc1	-2	-2	-0.6	-12	-23	4	3	.	1	-2
Cc1cccc(-n2ncc3c2CCCC3NC(=O)C2=CC(=O)CC(C)(C)O2)c1C (stereo not drawn)	1	1	-0.7	5	8	-17	4	.	1	0
O=C(Nc1ccc(S(=O)(=O)Nc2ccccc2)cc1)C1COc2ccccc2O1 (stereo not drawn)	0	-1	7.0	-4	-4	-8	-41	118	8	0
O=C(Cc1ccccc1[N+](=O)[O-])NC1CC1	0	3	-3.2	2	-13	1	16	87	5	1

Structures above that have a nitro group on carbon:
SMILES	DAGLB inhibitor	PKA-R1A activ	MOR-DOR ag	PKA-R2B activ	HTR5A inv ctr	Arrestin-AP2 inh	MOR-DOR inv ag	DSG3 Ab inh	HTR5A ag ctr	V-ATPase pH
COC(=O)C(C(=O)OC)C(C[N+](=O)[O-])c1ccc(O)c(OC)c1 (stereo not drawn)	-2	-10	-0.7	-5	-1	0	4	.	-4	-2
Cc1ccc(C(=O)NN2CCOCC2)cc1[N+](=O)[O-]	-1	-8	-1.8	15	18	21	10	103	-1	-2
O=C(Cc1ccccc1[N+](=O)[O-])NC1CC1	0	3	-3.2	2	-13	1	16	87	5	1

Following part
SMILES	DAGLB inhibitor	PKA-R1A activ	MOR-DOR ag	PKA-R2B activ	HTR5A inv ctr	Arrestin-AP2 inh	MOR-DOR inv ag	DSG3 Ab inh	HTR5A ag ctr	V-ATPase pH
CN1C(=O)C(CC(=O)NCC2CCCCC2)SC1=Nc1ccccc1 (stereo not drawn)	-5	10	-0.7	-4	13	-11	4	107	6	-1
CCC1=Nc2ccccc2-c2nnc(SC)nc2O1	-2	-1	-4.4	-7	-11	4	18	.	3	-1
COCCCNC(=O)CN1C(=O)COc2ccc(S(=O)(=O)N3CCCCCC3)cc21	-2	2	-0.8	-10	-19	4	4	108	5	4
COc1ccc(C)cc1S(=O)(=O)N1CC(C)OC(C)C1 (stereo not drawn)	-2	-1	-3.8	-14	-1	-5	18	105	10	0
CCCCNc1nc2c(c(=O)n(C)c(=O)n2C)n1Cc1cccc(OC)c1	1	6	0.2	5	-12	14	-1	.	3	-3
O=C(NCc1ccccc1)c1nc2c(nnn2Cc2cccc(Cl)c2)c(=O)[nH]1	8	9	0.3	2	18	-8	-2	98	-7	-1
COc1ccc(C(=O)N/C(=C\c2cn(S(=O)(=O)N(C)C)c3ccccc23)C(=O)N2CCN(C)CC2)cc1OC	0	2	.	-5	.	.	.	96	.	.
COc1ccc(C(CCN2CCN(c3ccccc3)CC2)c2c(O)cc(OC)cc2OC)cc1 (stereo not drawn)	-2	2	4.3	-4	-31	10	-25	98	11	-3
O=C(Nc1ccc(N2CCOCC2)cc1N1CCOCC1)c1ccc(Br)cc1	1	1	-4.9	1	21	-5	25	102	-9	-2
O=C(CCSc1nc(-c2ccco2)cc(C(F)(F)F)n1)NCc1cccs1	-5	0	0.5	-10	-21	8	-2	102	8	-10
CCNc1ccc(S(=O)(=O)N2CCOCC2)cc1NCC(=O)Nc1cccc(Br)c1	-1	-4	.	8	.	.	.	101	.	-1
Cc1ccc(Cn2c(N/N=C/c3ccncc3)nc3c2c(=O)n(C)c(=O)n3C)cc1	2	3	-2.6	-6	-15	-2	13	100	-8	1
O=C(Nc1ccc(F)cc1)N(Cc1nnc2n1CCCCC2)c1ccccc1	2	-10	-0.2	-7	-6	13	1	109	2	8
Clc1ccccc1CN1CCN(CCCc2ccccc2)CC1	-3	4	9.0	11	7	10	-42	105	-2	4
COc1ccc(C(=O)C2CCCN(C(=O)c3cc4nc(C)cc(C)n4n3)C2)cc1F (stereo not drawn)	-1	6	-2.2	-1	-8	-5	11	104	-1	1
CC1CCN(CC(O)COc2ccc(C(=O)c3ccccc3)cc2)CC1 (stereo not drawn)	-1	4	-0.5	4	11	6	2	86	-3	-2
COc1ccc(NC(=O)N(C)[C@H]2C[C@H]3c4[nH]c5ccc(-c6cccc(C)c6)cc5c4CCN3C[C@H]2[C@H](C)O)cc1	2	11	.	-12	.	.	.	.	.	-1
Cc1cc(C)c(C(=O)CSc2nnc(-c3ccccc3Br)o2)cc1C	0	-11	-1.0	-9	-3	8	5	101	6	-3
c1ccc(NN(Cc2ccncc2)c2ccccc2)cc1	1	10	.	-1	.	.	.	94	.	-2
Cc1cc(NS(=O)(=O)c2ccc(NC(=O)/C=C/c3ccccc3)cc2)nc(C)n1	3	6	0.0	-14	0	-6	0	92	0	3
O=[N+]([O-])c1ccc(O)c(/C=N/NC2=NS(=O)(=O)c3ccccc32)c1	10	-13	1.2	2	-11	0	-7	91	-1	-2
CCc1nn(CC(=O)NCCCN(CC)CC)c(=O)c2cc3sc(C)cc3n12	0	-10	-3.2	0	6	-13	18	98	-2	1
CCC(=NNC(=O)c1cccc(S(=O)(=O)N2CCOCC2)c1)c1ccccc1	1	-4	-2.6	7	5	-27	14	99	-1	7
COCCCNC(=O)Cn1cnc(C(=O)Nc2ccc(C)c(C)c2)n1	-1	1	-3.2	2	10	-1	16	94	-3	2
COc1ccc(C(=O)NCC(c2ccco2)N(C)C)cc1S(=O)(=O)NCc1ccc(Cl)cc1 (stereo not drawn)	1	9	-0.1	7	-4	16	0	.	2	-2
Clc1cccc(CN2CCCCCC2)c1	-2	-8	-1.7	-19	12	-3	9	110	4	-1
Oc1ccccc1C1=NN(c2ccccc2)C(c2ccc(F)cc2)C1 (stereo not drawn)	-10	4	0.6	-12	-2	-15	-3	96	0	-4
CCC(C)Nc1nc(N)c([N+](=O)[O-])c(Nc2ccccc2OC)n1 (stereo not drawn)	-3	-4	2.1	-5	3	-19	-11	107	2	-1
Cc1csc(/C(C#N)=N/O)n1	0	-12	-0.7	1	-24	25	4	99	4	4
CCCCN(C(=O)NC(=O)Nc1cc(C)ccc1C)S(C)(=O)=O	-2	3	-0.6	-8	-24	34	3	78	-5	-5
CCOC(=O)CC1C(=O)NCCN1C(=O)c1cccc(OC)c1 (stereo not drawn)	2	-13	-2.7	-3	0	0	12	110	0	-1
CC(=O)Nc1ccc(Nc2cc(C(C)C)nc3c(-c4ccccc4)c(C)nn23)cc1	-1	-6	-1.6	-5	17	24	8	111	-2	1
Cc1ccc(C(=O)Nc2ccccc2N2CCCCC2)cc1[N+](=O)[O-]	-23	1	1.8	-2	2	19	-13	95	-1	5
Brc1cccc(CNCCCN2CCOCC2)c1	-1	-3	-0.3	3	-1	6	2	104	1	0
CCCNC(=O)C(Cc1ccccc1)NC(=O)c1ccccn1 (stereo not drawn)	0	-2	-3.0	-4	-1	1	17	106	-1	2
S=c1[nH]c2ccc(Cl)cc2[nH]1	2	-14	-0.6	-2	-16	19	3	103	6	2
O=C(/C=C/c1ccc(-c2ccccc2[N+](=O)[O-])o1)c1ccccc1	-5	-4	7.1	-10	-9	14	-41	93	3	0
COc1ccc(CCNC(=O)c2c(N)no[n+]2[O-])cc1OC	-5	-7	2.6	4	-15	14	-12	99	6	0
CC(=O)NCCC(=O)Nc1cc(S(=O)(=O)N2CCOCC2)ccc1N1CCOCC1	-1	3	-2.6	3	2	-12	14	99	-1	-1
